Assay outcomes: PubChem, several laboratories
TRPC6 inhibitor: mouse TRPC6 channel inhibitors, primary screen, cell-based, HEK293, membrane potential dye. 310,000 compounds, 1.1% hits. AID 2553, 2010. ACh-evoked depolarization; stronger effect = lower value. B-score at 10 µM. Short transient receptor potential channel 6 (Mus musculus), Q61143;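 active means B-score under library mean minus 3 SD, initial fluorescence not abnormally high, positive integrated signal ratio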;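 further: B-score derived from integrated fluorescence ratio over the kinetic read; more negative B-score means stronger inhibition of depolarization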
TRPC4 PAM: positive allosteric modulators of TRPC4, primary screen, cell-based, mouse TRPC4beta, HEK293 mu-opioid, Fluo-4 calcium; DAMGO EC20, Fluo-4 Ca2+ flux; stronger effect = higher value; Short transient receptor potential channel 4 (Mus musculus), Q9QUQ5; B-score at 10 µM; 310,000 compounds, 0.42% hits;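 active means B-score of calcium response area above 5 SD of library B-scores, with initial fluorescence ratio within 5 SD of library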;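 further: B-score of integrated fluorescence ratio over time as area under calcium response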
MrgX1 antag: antagonists of human MrgX1 receptor, primary screen, HEK293 cells, Fluo-4 calcium flux; Mas-related G-protein coupled receptor member X1 (Homo sapiens), Q96LB2; BAM8-22 antagonism; stronger effect = lower value; B-score at 10 µM; 310,000 compounds, 1.3% hits;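 active means calcium-response B-score plate-corrected more than 3 library SD below zero, starting fluorescence within 5 deviations, no agonist response on first addition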;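 further: peak minus trough fluorescence over baseline after final BAM8-22 challenge near maximal dose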
Target sequence (Q96LB2 whole entry, looked up): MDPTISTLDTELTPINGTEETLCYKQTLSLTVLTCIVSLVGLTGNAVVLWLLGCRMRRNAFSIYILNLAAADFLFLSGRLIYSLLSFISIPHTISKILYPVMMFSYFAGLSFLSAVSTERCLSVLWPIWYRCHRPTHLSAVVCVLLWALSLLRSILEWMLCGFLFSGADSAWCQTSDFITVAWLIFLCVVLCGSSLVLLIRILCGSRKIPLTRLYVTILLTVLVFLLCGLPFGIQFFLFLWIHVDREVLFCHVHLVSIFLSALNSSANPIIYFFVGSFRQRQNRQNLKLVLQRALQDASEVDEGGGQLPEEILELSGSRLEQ
MrgX1 PAM: positive allosteric modulators of MrgX1, primary screen, HEK293 cells, Fluo-4 calcium flux. Mas-related G-protein coupled receptor member X1 (Homo sapiens), Q96LB2. FDSS; stronger effect = higher value. B-score at 10 µM. 310,000 compounds, 0.63% hits. AID 588675, 2011;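 active means plate-corrected calcium response at least 3 library SD above typical, normal starting fluorescence, not activating the receptor alone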;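 further: compound read alongside a low EC10 to EC30 dose of BAM8-22 agonist; peak minus trough fluorescence over baseline measured at the second addition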
MrgX1 ag: agonists of human MrgX1 receptor, primary screen, HEK293 cells, Fluo-4 calcium flux | Mas-related G-protein coupled receptor member X1 (Homo sapiens), Q96LB2 | Fluo-4 calcium fluorescence, agonist mode; stronger effect = higher value | B-score at 10 µM | 310,000 compounds, 0.44% hits | AID 588627, 2011;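 active means calcium response B-score plate-corrected fluorescence ratio at least 3 library SD, with starting fluorescence B-score inside 5 SD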
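Assay system: stable human MrgX1 HEK293 cell line. Quantity: 15,000 cells per well. Schedule: cells plated overnight, dye loaded 0.5 h 37 °C, 0.5 h room temperature. Detection: Fluo-4 NW calcium-flux fluorescence, kinetic read. Read-out basis: peak-minus-minimum fluorescence over baseline, converted to B scores. Control set: positive and negative control wells on each plate.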
TRPC4 block: inhibitors of mouse TRPC4 channel, primary screen, Fluo4 calcium, HEK293 TRPC4beta/mu-opioid cells | 300,000 compounds, 0.39% hits | DAMGO-evoked Fluo4 calcium flux; stronger effect = lower value | B-score at 10 µM;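 active means B-score over 3 SD under the library average, no early fluorescence shift, positive overall ratio signal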
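Assay system: HEK293 cells with stable TRPC4beta plus mu-opioid receptor expression. Dosing: single dose. Measured by: Fluo4 Ca2+ flux fluorescence. Also added: DAMGO in two steps, submaximal then maximal. Read-out: B score from integrated Fluo4 fluorescence ratio.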
ANO1 block: TMEM16A chloride channel inhibitors, primary screen, cell-based, HTS; normalized B-score (activity score, 25-100; higher = stronger inhibition) at 10 µM; AID 588511, 2011; 310,000 compounds, 1.2% hits; HEK293 TMEM16A/YFP iodide influx fluorescence, ionomycin;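 active means ratio plate-corrected score three or more library SD toward inhibition, starting fluorescence score within five deviations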;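 further: score derived from kinetic fluorescence span divided by baseline fluorescence per well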
TRPC4 agonist: activators of mouse TRPC4 channel, primary screen, Fluo4 calcium, HEK293 TRPC4beta/mu-opioid cells; Short transient receptor potential channel 4 (Mus musculus), Q9QUQ5; Fluo4 calcium fluorescence; stronger effect = higher value; B-score at 10 µM; 310,000 compounds, 0.49% hits; AID 2237, 2010;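 active means B-score above 5 SD of library B-scores, and initial fluorescence ratio not above library mean plus 5 SD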;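 further: positive B-score marks a calcium rise read as TRPC4 activation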
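Incubation: 45 min room-temperature Fluo4 loading, 110 s read / System: HEK293 cells stably co-expressing mouse TRPC4beta and mu-opioid receptor / Signal: Fluo4 fluorescence, kinetic / Control set: buffer (low) and maximal DAMGO (high) / Measure: integrated baseline-normalised fluorescence ratio, converted to per-well B score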
TMEM16A act: TMEM16A chloride channel activators or potentiators, primary screen, cell-based, HTS; Anoctamin-1 (Mus musculus), Q8BHY3; B-score at 10 µM; HEK293 TMEM16A/YFP-H148Q/I152L, iodide quench fluorescence; stronger effect = lower value; 340,000 compounds, 0.3% hits;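 active means fluorescence-ratio B-score plate-corrected deviation score at least 3 library SD below zero, with starting fluorescence score within 5 deviations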;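 further: channel opened by trigger with iodide after compound preincubation; score built on the fluorescence ratio of max minus min over baseline; more negative score means more quench and so TMEM16A activation or potentiation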
TRPC6 act: mouse TRPC6 channel activators, primary screen, cell-based, HEK293, membrane potential dye; Short transient receptor potential channel 6 (Mus musculus), Q61143; HEK293-TRPC6 membrane potential dye fluorescence; stronger effect = higher value; B-score at 10 µM; 310,000 compounds, 0.13% hits;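 active means B-score of the integrated fluorescence ratio above library mean plus 3 SD, and starting fluorescence ratio within library mean plus 5 SD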;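 further: higher score means more depolarization so channel activation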
SKKanGAS inh: S. pyogenes SKKanGAS growth inhibitors in kanamycin, primary screen, streptokinase expression inhibitor project, SKKanGAS strain, BacTiter-Glo luminescence; 6 h; inhibition, % at 7.5 µM; 300,000 compounds, 1.3% hits; AID 1662, 2009;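 active means mean replicate score, as percent of positive control median, at least 50; inconclusive means mean below 50 but one replicate at or above 50; inactive means mean and every replicate below 50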;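 further: strain carries kanamycin resistance gene driven by streptokinase promoter and grows in 40 µg/ml kanamycin; loss of luminescence reflects streptokinase promoter inhibition or plain growth inhibition; 0% = median of DMSO wells and 100% = positive control at its reference dose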
An asterisk follows results filed as active; i = inactive; ? = inconclusive; nt = no result given. Rows were taken by chance; overall some 6.7% were active at least once.

SMILES	TRPC6 inhibitor	TRPC4 PAM	MrgX1 antag	MrgX1 PAM	MrgX1 ag	TRPC4 block	ANO1 block	TRPC4 agonist	TMEM16A act	TRPC6 act	SKKanGAS inh
COc1cc(NC(=O)c2ccc3nsnc3c2)cc(OC)c1OC	i	i	i	i	i	i	i	i	i	i	-1
COc1ccc(NC(=O)CCNS(=O)(=O)c2cc(Br)cnc2N)cc1OC	i	i	i	i	i	i	i	i	i	i	-5
CC(Sc1nnc(CNC(=O)c2ccco2)n1C)C(=O)Nc1nccs1 (centres undefined)	i	i	i	i	i	i	i	i	i	i	-10
CCOc1cc(/C=C/c2ccc3cccc([N+](=O)[O-])c3n2)ccc1O	i	i	i	i	i	i	i	i	i	i	6
CC(Sc1cnccn1)C(=O)O (centres undefined)	i	i	i	i	i	i	i	i	i	i	-2
O=C(O)c1ccccc1C(=O)NCc1ccccc1	i	i	i	i	i	i	i	i	i	i	1
Cc1nc(C)c(-c2ccc(SCC(=O)Nc3cccc(Cl)c3C)nn2)s1	i	i	i	i	i	i	i	i	i	i	0
CC1(C)CC(=O)C(C(=O)c2ccccc2)C(=O)C1	i	i	i	i	i	i	i	i	i	i	-7
CSc1nc(O)c(C(c2ccc(O)cc2)c2c(O)nc(SC)[nH]c2=O)c(=O)[nH]1	i	i	i	i	i	i	i	i	i	i	1
Clc1ccc(CN2CCc3c([nH]c4ccccc34)C2)cc1Cl	i	i	-4.6*	i	i	i	i	i	i	i	19
CCCc1nn(C)c2c(=O)[nH]c(-c3cc(S(=O)(=O)Nc4ccc(NC(C)=O)cc4)ccc3OCC)nc12	i	i	i	i	i	i	i	i	i	i	8
CCNc1nc(NCC)nc(C(=O)OCCO)n1	i	i	i	i	i	i	i	i	i	i	-4
COc1cc(OC)cc(C(=O)N2CCN(c3ncccn3)CC2)c1	i	i	i	i	i	i	i	i	i	i	2
COc1ccc(NC(=O)C2COc3ccccc3O2)cc1 (centres undefined)	i	i	i	i	i	i	i	i	i	i	-1
CNC(=O)CCCCC(=O)N/N=C/c1ccc(Cl)cc1Cl	i	i	i	i	i	i	i	i	i	i	-5
Nc1nc(SCC(=O)N2N=C(c3ccc(Cl)cc3)CC2c2ccco2)n[nH]1 (centres undefined)	i	i	i	i	i	i	i	i	i	i	16
CCC(C)(C)NC(=O)CN(C(=O)c1snc(C(N)=O)c1N)c1ccc2c(c1)OCO2	i	i	i	i	i	i	i	i	i	i	-1
COc1ccc(/C(C)=N/NC(=O)CNC(=O)/C=C/c2ccccc2OC)cc1	i	i	i	i	i	i	i	i	i	i	2
C[n+]1cnc(-c2ccccc2)cc1-c1ccccc1	i	i	i	i	i	i	i	i	i	i	2
Cc1cc(C)c2nc(NNC(=O)c3ccc(S(=O)(=O)N4CCCCC4)cc3)sc2c1	i	i	i	i	i	i	i	i	i	i	?
CC(C)(C)CC(=O)OCC(=O)Nc1cc(C(C)(C)C)nn1-c1ccccc1	i	i	i	i	i	i	i	i	i	i	7
O=C(Cc1ccc([N+](=O)[O-])cc1)N1N=C(C2CC2)CC1(O)C(F)(F)F (centres undefined)	i	i	i	i	i	i	i	i	i	i	6
O=C(NCc1ccc(Cl)cc1)c1ccc(Br)o1	i	i	i	i	i	i	i	i	i	i	-1
Cc1ccc(-c2cc(C(=O)N/N=C/c3ccccc3)n[nH]2)o1	i	i	i	i	i	i	i	i	i	i	-5
CCc1[nH]c(=S)c(C#N)c2c1CCCC2	i	i	i	i	i	i	i	i	i	i	1
CC1=C(C(=O)OC(C)C)C(c2ccccn2)n2ncnc2N1 (centres undefined)	i	i	i	i	i	i	i	i	i	i	1
NNC(=O)CNC(=O)C12CC3CC(CC(C3)C1)C2	i	i	i	i	i	i	i	i	i	i	0
Cc1nc2ccccc2nc1N1CCCC1	i	i	i	i	i	i	i	i	i	i	-5
CCc1ccc(NS(=O)(=O)c2ccc3oc(=O)ccc3c2)cc1	i	i	i	i	i	i	i	i	i	i	2
COc1ccc(NC(=O)c2cn(C)c(=O)c3cc(OC)c(OC)cc23)c(OC)c1	i	i	i	i	i	i	i	i	i	i	1
Fc1ccc(/C=N/Nc2nc3ccccc3[nH]2)cc1F	i	i	i	i	i	i	i	i	i	i	-3
COc1ccccc1N1CCN(C(=O)CCCn2c(=O)[nH]c3ccsc3c2=O)CC1	i	i	i	i	i	i	i	i	i	i	-4
O=c1cc(NCc2ccco2)[nH]c(=O)n1-c1ccc(Br)cc1	i	i	i	i	i	i	i	i	i	i	-4
COc1ccccc1N1CCN(CCCNC(=O)C2CCCN(c3ncnc4c3nc3n4CCCCC3)C2)CC1 (centres undefined)	i	i	i	i	i	i	i	i	i	i	2
COc1cccc(C(=O)Nc2cc(C)ccc2NC(=O)COc2ccccc2)c1	i	i	i	i	i	i	i	i	i	i	-5
Cc1c(CCOC(=O)C23CC4(C)CC(C)(CC(C)(C4)C2)C3)sc[n+]1CC(=O)c1ccccc1	i	i	i	i	i	i	i	i	i	i	30
O=C1C2C3C=CC(C3)C2C(=O)N1CNc1ccccn1 (centres undefined)	i	i	i	i	i	i	i	i	i	i	-1
COC(=O)c1cnc(NNC(=O)c2ccc([N+](=O)[O-])cc2)nc1C(F)(F)F	i	i	i	i	i	i	i	i	i	i	44
Cc1cc(=O)oc(C)c1C(=O)Nc1cnc2ccccc2c1	i	i	i	i	i	i	i	i	i	i	4
N/C(=N\OC(=O)Cc1ccccc1)c1ccc(Br)cc1	i	i	i	i	i	i	i	i	i	i	-1
Cc1ccc(/C=C/c2nnc(-c3ccccc3)o2)cc1	i	i	i	i	i	i	i	i	i	i	4
CCOC(=O)C1CCN(C(=O)c2cccnc2Cl)CC1	i	i	i	i	i	i	i	i	i	i	-2
Cc1cc2nc3ccc(=[N+](C)C)cc-3sc2cc1N	i	i	nt	nt	nt	i	nt	i	i	i	-15
C=CCN1C(=O)C(Cc2ccc(OCC)cc2)SC1=Nc1ccc(C(=O)O)cc1 (centres undefined)	i	i	i	i	i	i	i	i	i	i	-14
CC(C)c1ccc(NC(=O)CCN2C(=O)[C@@H]3Cc4ccccc4CN3C2=O)cc1	i	i	i	i	i	i	i	i	i	i	0
Fc1ccc(CCN2CCN=C2Nc2ccccc2)cc1	nt	nt	i	i	i	nt	i	nt	i	nt	nt
CC(C)(C)c1ccc2c(c1)C(=O)c1ccccc1C2=O	i	i	i	i	i	i	i	i	i	i	-3
CCC(CC)c1nnc(NC(=O)c2cccc(S(=O)(=O)N3CCc4ccccc43)c2)s1	i	i	i	i	i	i	i	i	i	i	11
CSC1=NCCN1C(=O)c1ccc(S(=O)(=O)N2CCCC2)cc1	i	i	i	i	i	i	i	i	i	i	4
Cc1cc(OCc2cc(C(=O)N3CCC(Oc4cccnc4)CC3)no2)cc(C)c1Cl	i	i	i	i	i	i	100*	i	i	i	6
(more compounds)
SMILES	TRPC6 inhibitor	TRPC4 PAM	MrgX1 antag	MrgX1 PAM	MrgX1 ag	TRPC4 block	ANO1 block	TRPC4 agonist	TMEM16A act	TRPC6 act	SKKanGAS inh
O=S1(=O)CCOCCN1Cc1ccc(Cl)cc1Cl	i	i	i	i	i	i	i	i	nt	i	1
O=C(CSc1nnnn1-c1ccc2c(c1)OCCO2)Nc1nc2c(s1)CCCC2	i	i	i	i	i	i	i	i	nt	i	3
COc1ccc(-c2nc(CN3CCC(C(=O)NC4CC4)CC3)c(C)o2)cc1OC	i	i	i	i	i	i	i	i	i	i	-7
O=C(Cn1ncc2c([nH]c3ccccc32)c1=O)NCCCN1CCN(c2ccccc2)CC1	i	i	i	i	i	i	i	i	i	i	-6
Cc1ccc(C(=O)NC2CC(=O)N(c3ccc4c(c3)OCCO4)C2)cc1[N+](=O)[O-] (centres undefined)	i	i	i	i	i	i	i	i	i	i	34
CC(=O)Oc1cccc(/C=c2\sc3nc(-c4ccco4)nn3c2=O)c1	i	i	i	i	i	i	i	i	i	i	-4
CC(OC(=O)Cc1ccc(Cl)cc1)C(=O)NCCC1=CCCCC1 (centres undefined)	i	i	i	i	i	i	i	i	i	i	9
O=C(O)C1CC=CCC1C(=O)NCCc1csc(-c2ccccc2)n1 (centres undefined)	i	i	i	i	i	i	i	i	i	i	-3
CCOC(=O)c1c(NC(=S)Nc2cccc(C)c2)sc2c1CC(C)(C)SC2	i	i	i	i	i	i	i	i	i	i	17
CN(C)S(=O)(=O)c1cccc(NC(=O)COC(=O)c2cc3ccccc3oc2=O)c1	i	i	i	i	i	i	i	i	i	i	-5
CCc1sc(C(=O)NCCCn2ccnc2)cc1Br	i	i	i	i	i	i	i	i	i	i	-3
C(=C/c1nccc2c1[nH]c1ccccc12)/c1ccc2c(c1)OCO2	i	i	nt	nt	nt	i	nt	i	i	i	4
CC(=O)N(Cc1ccc2c(c1)OCO2)C1CC(=O)N(CCc2ccccc2)C1=O (centres undefined)	i	i	i	i	i	i	i	i	i	i	8
CN1CCN(S(=O)(=O)c2ccc(NC(=O)c3ccc(F)cc3)cc2)CC1	i	i	i	i	i	i	i	i	i	i	-5
CCc1cccc(C)c1NC(=O)COC(=O)CNC(=O)c1cccs1	i	i	i	i	i	i	i	i	i	i	4
Cc1nnc2sc(SCc3ccc(Cl)cc3)nn2c1=O	i	i	-6.6*	i	i	i	i	i	i	i	-8
CCC(=O)N1N=C(c2c(O)n(C)c(=O)n(C)c2=O)CC1c1ccccc1 (centres undefined)	i	i	i	i	i	i	i	i	i	i	75*
